# PPARg SRC1 recr: agonists of human PPARgamma SRC-1 coactivator recruitment; activation, % at 8 µM; AID 631; PPARgamma-SRC-1 coactivator recruitment biochemical assay; 200,000 tested, 0.41% active; P37231; in the data active = activation above about 19%;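 note: 0% = DMSO and 100% = reference agonist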
# bIAP activator: intestinal alkaline phosphatase (bovine) activation | purified bovine IAP, CDP-star luminescence, 30 min; stronger effect = higher value; fold of DMSO-control signal, blank-subtracted | activation factor at 20 µM | 200,000 tested, 0.17% active | AID 1016;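 active = activation factor of 2 or more at 20 µM, a signal rise over negative controls twice the positive control's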
# TR-FRET SRC-2 ct: TR-FRET artefact, counter-screen to PPARgamma/SRC-2 agonist assay. 200,000 tested, 0.4% active. TR-FRET ratio at 8 µM. stronger effect = higher value. AID 1049; in the data active = TR-FRET ratio above about 2000; note: inactives centre near 1500; reference of the scale not given here
# bIAP inhibitor: intestinal alkaline phosphatase (bovine) inhibition. purified bovine IAP, CDP-star luminescence, 30 min. inhibition, % at 20 µM. 190,000 tested, under 10 active. AID 1019;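 active = over 50% inhibition of intestinal alkaline phosphatase at 20 µM in the single-dose screen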
#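 System: purified bovine intestinal alkaline phosphatase (IAP) enzyme; Input: IAP diluted 1/65,000,000 in the well; Measured by: CDP-star luminescence signal; Compound dosing: 20 µM single dose; Incubation: 30 min reaction at room temperature.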
# PPARg SRC3 recr: agonists of human PPARgamma SRC-3 coactivator recruitment; P37231; biochemical PPARgamma/SRC-3 coactivator recruitment assay; activation, % at 8 µM; 200,000 tested, 0.26% active; AID 731; in the data active = activation above about 23%;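 note: 0% = DMSO and 100% = reference agonist; some compounds past the cut are filed as inactive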
# S1P3 antagonist: antagonists of human S1P3 receptor | Q99500 | CHO S1P3 NFAT-BLA reporter, FRET fluorescence, antagonist mode | inhibition, % at 4.98 µM | 170,000 tested, 0.27% active | AID 485;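 active = inhibition above the plate cutoff, the mean inhibition of test wells on that plate plus 3 SD, cut at about 28% in these data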;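 note: cells challenged with S1P at its EC80 of 0.8 µM; blue over green emission ratio from cleaved BLA substrate after 4 h stimulation; 0% = S1P-stimulated wells and 100% = unstimulated DMSO-only wells; some compounds past the cut are filed as inactive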
# Target sequence (Q99500 whole entry, looked up): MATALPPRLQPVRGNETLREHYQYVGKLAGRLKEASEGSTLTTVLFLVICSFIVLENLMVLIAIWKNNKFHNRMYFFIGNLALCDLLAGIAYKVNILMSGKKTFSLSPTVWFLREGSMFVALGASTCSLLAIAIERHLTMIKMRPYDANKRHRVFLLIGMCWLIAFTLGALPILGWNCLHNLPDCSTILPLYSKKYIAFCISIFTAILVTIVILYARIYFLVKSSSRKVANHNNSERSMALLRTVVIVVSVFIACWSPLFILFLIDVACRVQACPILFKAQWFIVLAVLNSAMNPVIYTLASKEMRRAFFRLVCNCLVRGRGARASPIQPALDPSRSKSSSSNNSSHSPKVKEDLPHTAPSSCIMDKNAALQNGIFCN
# TLR4 MyD88 comp: blocks binding of human TLR4 to MyD88. O00206+Q99836. HeLa CL3-4 TLR4/MyD88 BLA complementation, FRET ratio. inhibition, % at 8.4 µM. 200,000 tested, 0.18% active; in the data active = inhibition above about 25%;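 note: 0% = vehicle and 100% = reference inhibitor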
# Lmaj promast: Leishmania major promastigote growth inhibition; Leishmania major promastigotes, resazurin fluorescence viability; inhibition, % at 10 µM; 200,000 tested, 9% active; AID 1063; in the data active = inhibition above about 50%;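 note: promastigotes grown with compound for 44 hours at 28 °C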
# DTT redox prof: compounds producing H2O2 with reducing agent – biochemical, NIH compound library profiling, artefact control for MLSCN library redox annotation, primary screen | DTT-dependent redox cycling H2O2, phenol red/HRP absorbance; 100% = 100 µM peroxide control, 0% = buffer | activation, % at 10 µM | 200,000 tested, 0.03% active | AID 878;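 active = activation of at least 50% relative to the plate's high and low controls in the primary single-dose screen; inactive = activation below 50%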;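 note: compound incubated with DTT at 0.8 mM final as the reducing agent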
# ROMK mod: modulates human ROMK potassium channel activity | P48048 | Tet-inducible ROMK, thallium flux fluorescence; actives lie on both sides | B-score at 10 µM | 130,000 tested, 2% active | AID 1918;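 active = signal ratio slope over the read window, or its plate-corrected B-score, at least 3 SD from the plate mean, either direction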;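 note: B-score of the F/F0 ratio slope over 7 to 12 s after thallium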
# Target sequence (P48048 whole entry, looked up): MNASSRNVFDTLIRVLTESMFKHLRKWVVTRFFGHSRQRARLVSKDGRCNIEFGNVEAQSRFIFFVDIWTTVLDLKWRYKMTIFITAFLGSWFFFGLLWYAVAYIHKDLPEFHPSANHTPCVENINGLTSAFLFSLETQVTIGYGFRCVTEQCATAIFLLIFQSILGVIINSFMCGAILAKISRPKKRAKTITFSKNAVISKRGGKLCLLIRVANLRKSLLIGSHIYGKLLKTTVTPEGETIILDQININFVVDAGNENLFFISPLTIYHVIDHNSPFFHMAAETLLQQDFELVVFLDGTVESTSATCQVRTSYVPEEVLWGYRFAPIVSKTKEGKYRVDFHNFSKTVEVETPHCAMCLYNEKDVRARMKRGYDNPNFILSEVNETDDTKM
# PPARg SRC2 recr: PPARgamma-driven SRC-2 recruitment agonism. activation, % at 8 µM. AID 1032. PPARgamma LBD-SRC-2 recruitment, biochemical. 200,000 tested, 0.34% active. P37231; in the data active = activation above about 22%;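 note: 0% = vehicle and 100% = reference agonist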
# Numbers without * were called inactive; nt = not tested or not shown.
SMILES,PPARg SRC1 recr,bIAP activator,TR-FRET SRC-2 ct,bIAP inhibitor,PPARg SRC3 recr,S1P3 antagonist,TLR4 MyD88 comp,Lmaj promast,DTT redox prof,ROMK mod,PPARg SRC2 recr
O=C1CC(c2ccc(F)cc2)Sc2ccccc2N1 (stereo not drawn),5,0.9,1715,6,3,-26,10,-3,0.5,-0.017,11
Cc1ccccc1NC(=O)COC(=O)CCc1nc2ccccc2c(=O)[nH]1,2,1,1513,4,5,4,1,-6,-2.0,-0.17,14
O=C(CSc1nnc(-c2cccs2)o1)N1CCCCC1,2,0.9,1669,10,0,4,-2,-7,-1.0,nt,16
O=C(CCC(=O)NNC(=O)Nc1ccc(Cl)cc1)NCc1ccccc1,10,1,1683,4,5,nt,5,-7,-2.8,nt,2
COC(=O)c1ccc(CSc2nnc(NC(=O)c3cc4c(s3)CCCC4)s2)cc1,8,0.8,1358,24,12,nt,-14,-2,0.1,-0.13,7
Cc1cc(C(=O)NCCCc2ccccc2)no1,1,0.9,1563,6,7,-15,-18,-5,0.4,nt,-6
CC(C)(C)c1ccc(C(=O)Nc2ccc(Cl)cc2)cc1,-2,0.9,1556,14,-2,-3,-8,1,1.0,nt,-3
COc1ccc(N(Cc2cc3cc(OC)ccc3[nH]c2=O)S(C)(=O)=O)cc1,7,0.9,1754,9,6,2,-7,3,-0.5,nt,-1
O=C(NC12CC3CC(CC(C3)C1)C2)N1CCC(O)CC1,4,1,1615,4,-8,-7,13,-8,1.1,-0.18,5
O=C(NC(=S)NNC(=O)c1cc2ccccc2cc1O)c1ccco1,10,0.9,1659,8,1,-20,9,76*,-0.7,0.58,3
CC(C)N(CCNCC(O)COc1ccc(C(C)(C)c2ccccc2)cc1)C(C)C (stereo not drawn),5,1.2,1623,-19,1,2,-5,94*,-2.0,-0.89,2
COc1ccc(OC)c(C2C(C(=O)c3cc4ccccc4o3)=C(O)C(=O)N2c2cc(C)on2)c1 (stereo not drawn),19*,1,2296*,3,15,-9,8,21,2.2,nt,22*
COc1cc(C(=O)COC(=O)CNC(=O)C2CCCCC2)cc(OC)c1OC,0,0.9,1521,11,-5,nt,9,-2,-1.7,-0.058,5
CCCc1cc(=O)[nH]c(SCc2csc(-c3ccccc3)n2)n1,-2,0.8,1648,17,4,-6,-4,-7,-0.4,1.2,3
Cc1ccc(Cn2ncc(C)c2N)o1,-2,1,1651,4,0,6,-3,-5,-0.5,0.26,3
O=C(/C=C/c1ccc(F)cc1)NNC(=O)CCN1CCN(Cc2ccccc2)CC1,-1,1.4,1569,-41,3,-6,-12,54*,-1.3,-1.3,6
COc1ccc([N+](=O)[O-])cc1C(=O)Nc1ccc(Cc2ccncc2)cc1,10,0.9,1579,6,4,20,4,1,-0.6,-0.13,7
CCOC(=O)CCn1nnc(N)n1,0,0.9,1449,14,7,-20,18,-9,-2.3,nt,2
N#C/C(=C\c1ccco1)C(=O)Nc1cccc2ncccc12,2,1,1710,-2,3,11,-3,-6,0.5,1,-3
O=C(NCc1nc2ccccc2[nH]1)C1CCCCC1,-2,0.9,1269,9,-1,-19,1,10,0.1,1.3,-7
CCOc1ccc2nc(SCc3cccc(C)c3)nc(C)c2c1,15,1.2,1699,-18,3,2,0,-8,1.4,nt,10
N/C(Cc1cccs1)=N\OC(=O)COc1ccccc1,5,1,1675,4,4,nt,-8,-6,0.0,-0.49,4
NS(=O)(=O)c1ccc(NC(=O)CCC2CCCCC2)cc1,0,0.9,1578,13,-2,-17,1,-1,-1.4,0.18,4
CCOC(=O)C(NC(=O)CC)(N1CCc2ccccc2C1)C(F)(F)F (stereo not drawn),-4,1,1583,2,12,nt,14,-4,1.5,nt,5
O=C(CCc1c[nH]c2ccccc12)NCc1ccc2c(c1)OCO2,1,0.9,1425,14,-12,nt,12,-7,1.8,nt,1
SMILES,PPARg SRC1 recr,bIAP activator,TR-FRET SRC-2 ct,bIAP inhibitor,PPARg SRC3 recr,S1P3 antagonist,TLR4 MyD88 comp,Lmaj promast,DTT redox prof,ROMK mod,PPARg SRC2 recr
Nc1cc(C(F)(F)F)ccc1Nc1ccccc1,1,1,1688,-2,0,4,-3,2,-2.1,0.61,1
CC1=[N+](C)N(c2ccccc2)C(=O)C1N=Cc1c(Cl)cccc1Cl (stereo not drawn),5,0.8,1435,23,-5,-8,1,2,0.4,nt,-8
CCOC(=O)c1sc(NC(=O)C2CC2)nc1C,5,1,1479,0,3,-1,5,-3,-1.0,nt,-3
O=C(O)CN1C(=O)/C(=C/C=C/c2ccccc2)SC1=S,12,0.8,1657,22,1,-7,-12,-11,0.3,0.78,5
COc1ccccc1C(=O)Nc1c(C)n(C)n(-c2ccccc2)c1=O,0,1,1495,3,-1,6,-6,-6,1.9,nt,-1
COC(=O)C1=C(N)Oc2cc(C)[nH]c(=O)c2C1c1cccnc1 (stereo not drawn),0,1,1693,-2,-18,nt,7,18,0.6,nt,11
COc1ccc(NC(=O)N2CCN(CCC#N)CC2)cc1,3,0.9,1483,12,1,nt,-6,4,10,-0.054,2
CC(C)(C)n1nnnc1C(c1ccc2ncccc2c1)N1CCSCC1 (stereo not drawn),10,1.1,1605,-7,5,-8,14,4,0.1,-0.18,3
c1ccc2c(c1)OCCOCCOCCOCCOc1ccccc1OCCOCCOCCO2,0,0.9,1512,8,-1,7,-2,99*,1.6,nt,-2
Cc1cccc(N2C(=S)NC3c4cc(Cl)ccc4OC2(C)C3C(=O)N(C)C)c1 (stereo not drawn),5,0.9,1640,6,-3,5,1,-2,1.1,-2,0
CNc1cncc(C(=O)O)c1,10,1,1641,-5,6,-20,4,2,-0.6,0.17,1
CCn1c(SCC(=O)Nc2cccc(C)n2)nnc1-c1ccco1,2,0.9,1642,5,9,-10,-3,3,1.1,nt,-6
O=C(CN(C(=O)CCC(=O)Nc1nccs1)c1ccc2c(c1)OCO2)NCC1CCCO1 (stereo not drawn),8,1,1548,3,0,-13,-9,-2,0.2,0.63,3
Cc1ccc(N=C2SC(C(=O)O)CC(=O)N2C)cc1C (stereo not drawn),13,1,1559,2,3,-16,-3,-8,-0.6,0.32,13
CC(=C/c1ccccc1)/C=N/n1cnnc1,4,1,1735,2,-2,nt,-8,-2,0.2,nt,-2
CCOCCCNC(=S)N1CCN(Cc2ccc3c(c2)OCO3)CC1,-7,1,1366,-3,1,-8,0,74*,0.3,0.41,4

# An excerpt from above in order of SMILES length, falling.
SMILES,PPARg SRC1 recr,bIAP activator,TR-FRET SRC-2 ct,bIAP inhibitor,PPARg SRC3 recr,S1P3 antagonist,TLR4 MyD88 comp,Lmaj promast,DTT redox prof,ROMK mod,PPARg SRC2 recr
O=C(CN(C(=O)CCC(=O)Nc1nccs1)c1ccc2c(c1)OCO2)NCC1CCCO1 (stereo not drawn),8,1,1548,3,0,-13,-9,-2,0.2,0.63,3
Cc1cccc(N2C(=S)NC3c4cc(Cl)ccc4OC2(C)C3C(=O)N(C)C)c1 (stereo not drawn),5,0.9,1640,6,-3,5,1,-2,1.1,-2,0
CC1=[N+](C)N(c2ccccc2)C(=O)C1N=Cc1c(Cl)cccc1Cl (stereo not drawn),5,0.8,1435,23,-5,-8,1,2,0.4,nt,-8
CCOC(=O)C(NC(=O)CC)(N1CCc2ccccc2C1)C(F)(F)F (stereo not drawn),-4,1,1583,2,12,nt,14,-4,1.5,nt,5
COc1ccccc1C(=O)Nc1c(C)n(C)n(-c2ccccc2)c1=O,0,1,1495,3,-1,6,-6,-6,1.9,nt,-1
CC(C)(C)n1nnnc1C(c1ccc2ncccc2c1)N1CCSCC1 (stereo not drawn),10,1.1,1605,-7,5,-8,14,4,0.1,-0.18,3
CCn1c(SCC(=O)Nc2cccc(C)n2)nnc1-c1ccco1,2,0.9,1642,5,9,-10,-3,3,1.1,nt,-6
Cc1ccc(N=C2SC(C(=O)O)CC(=O)N2C)cc1C (stereo not drawn),13,1,1559,2,3,-16,-3,-8,-0.6,0.32,13
COc1ccc(NC(=O)N2CCN(CCC#N)CC2)cc1,3,0.9,1483,12,1,nt,-6,4,10,-0.054,2
CCOC(=O)c1sc(NC(=O)C2CC2)nc1C,5,1,1479,0,3,-1,5,-3,-1.0,nt,-3
Nc1cc(C(F)(F)F)ccc1Nc1ccccc1,1,1,1688,-2,0,4,-3,2,-2.1,0.61,1
CC(=C/c1ccccc1)/C=N/n1cnnc1,4,1,1735,2,-2,nt,-8,-2,0.2,nt,-2
CNc1cncc(C(=O)O)c1,10,1,1641,-5,6,-20,4,2,-0.6,0.17,1

# Screening results from PubChem.
